Screening results deposited in PubChem by Sanford-Burnham Center for Chemical Genomics.
TAG inh: reduces triacylglycerol accumulation in H9c2 cells | inhibition, % at 12.5 µM | Nile Red lipid (TAG) fluorescence; cells loaded with 200 µM oleic acid | actives 0.66% (n = 230,000);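 active = pattern-corrected inhibition of lipid staining of at least 50% with the nuclear-stain viability signal not falling by more than 50%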;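 also: 0% = DMSO wells and 100% = triacsin C control wells; some results filed as inactive read as strong as hits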
TAG inh DAPI viability: further read-out of TAG inh, marked with its call; DAPI nuclei signal change (viability), lower = more cytotoxic, %;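 whole-well DAPI fluorescence read on a plate reader as a viability signal; minus 50 percent equals half of cells still viable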
The depositor's hits bear a star. The list is partial, so the mix of outcomes need not match the whole.

SMILES	TAG inh	TAG inh DAPI viability
CNC(=S)Nc1cc(Cl)ccc1Oc1ccccc1	-1	0
CC(NS(=O)(=O)c1ccccc1)C1COc2ccccc2O1 (configuration not stated)	1	3
CC1=NC(=O)C(N=Nc2ccccc2)N1c1ccccc1 (configuration not stated)	6	2
CC1CCCN(S(=O)(=O)c2ccc(C(=O)NC(C)c3ccccc3)cc2)C1 (configuration not stated)	-14	-3
Cc1cc(CNC(=O)COc2ccccc2)c2ccccc2n1	-29	3
Cc1occc(=O)c1O	1	-3
Cn1cc(/C=C(\C#N)C(=O)Nc2ncc(Cc3ccc(Cl)cc3)s2)c2ccccc21	11	7
O=C(O)c1ccc(CSc2nc3ccc(NC(=O)c4ccccc4C(=O)O)cc3s2)cc1	0	-6
Cc1ccc(C)c2[nH]c(=O)c(CCNC(=O)CCc3ccccc3)cc12	-3	-12
c1ccc(Cc2nnc(N3CCCCC3)c3ccccc23)cc1	-8	1
COc1cccc(CN2CCN(Cc3nc(-c4cccc(F)c4F)oc3C)CC2=O)c1	9	-1
CCN(CC)S(=O)(=O)c1ccc(C(=O)N(c2ccccc2)C2C=CS(=O)(=O)C2)cc1 (configuration not stated)	6	-4
CCOC(=O)Cc1csc(NC(=O)CSc2nnc(C3CC3)n2C)n1	-7	-7
CC(OC(=O)Cn1c(C(F)(F)F)nc2ccccc21)C(=O)N1CCCc2ccccc21 (configuration not stated)	-9	6
COc1ccc(C(C)=O)cc1CSCCC(=O)O	9	4
C=CCN(CC=C)S(=O)(=O)c1ccc2nc(NC(=O)C(C)C)sc2c1	41	-15
O=C(CCCN1C(=O)c2ccccc2C1=O)NCCCN1CCOCC1	-9	6
CCC(C(=O)OCC(=O)N(C)c1c(N)n(Cc2ccccc2)c(=O)[nH]c1=O)c1ccccc1 (configuration not stated)	18	2
O=C(Nc1ccc(F)c(Cl)c1)c1ccc2sc([C@H]3C[C@H](O)[C@@H](CO)O3)nc2c1	6	1
O=C1/C(=C\c2ccc(O)cc2)CCC1CNc1ccc(Cl)cc1 (configuration not stated)	-7	5
Cc1cc(NC(=O)c2ccc(Br)c([N+](=O)[O-])c2)no1	-6	3
Cc1ccc(Sc2sc(=O)n(C)c2S(=O)(=O)c2ccc(C)cc2)cc1	4	-3
Cc1ccc(N=C(N(C)C)P(=O)(N(C)C)N(C)C)c(C)c1	-11	-3
CCOC(=O)C1=C(COC(=O)COc2ccc(C(C)=O)cc2)NC(=O)NC1C (configuration not stated)	-2	6
COc1c(Cl)cccc1-c1cn2ccccc2n1	-22	13
N#Cc1ccccc1NC(=O)c1ccc(-c2ccccc2Cl)o1	-21	7
Cc1ccc(C2=NS(=O)(=O)N(C)C(C(=O)NC3CCCCC3)=C2)cc1	-4	9
Cn1c(=O)cc(SCC(=O)Nc2cccnc2)c2ccccc21	-10	-2
COc1ccc(/C(=N/OC(C)=O)c2nccc3cc(OC)c(OC)cc23)cc1OC	-12	0
N#CCC(=O)Nc1ccc(C(=O)NNC(=O)c2ccccc2-n2cccc2)cc1	-3	9
Cc1nn(C)c(Oc2ccc(Cl)cc2)c1C(=O)O	-14	-4
Cc1ccc(Cc2c(-c3ccc(C)cc3)nc3ccc(Cl)cn23)cc1	-1	12
CC1CCN(C(=O)CN2C(=O)NC3(CCCCCC3)C2=O)CC1	8	0
COc1ccc(/C(C)=N/Nc2ccc(F)cc2F)c(O)c1	11	3
COc1ccc(NC(=O)CN(C)C(=O)c2c(-c3ccccc3Cl)noc2C)cc1	-2	2
COC(=O)Nc1ccc(S(=O)(=O)N2CCC(C(=O)N(C)C3CCCCC3)CC2)cc1	-9	11
COC(=O)c1c(-c2ccc(S(C)(=O)=O)cc2)sc2ccc(OC)cc12	-2	7
Nc1nnc(SCC(=O)OCC(=O)Nc2ccc(Br)cc2F)s1	2	6
CC(Sc1ccccc1)C(=O)N/N=C/c1cccnc1 (configuration not stated)	4	-1
O=C(N/N=C\c1cccnc1)c1ccc(Cl)s1	6	-2

Next section, starting with the last 2 of the part before.
SMILES	TAG inh	TAG inh DAPI viability
CC(Sc1ccccc1)C(=O)N/N=C/c1cccnc1 (configuration not stated)	4	-1
O=C(N/N=C\c1cccnc1)c1ccc(Cl)s1	6	-2
Cc1cccc(OCC(=O)Nc2nnc(-c3ccco3)s2)c1	0	2
Cc1cc(C(=O)OCC(=O)Nc2ccccc2F)c(C)o1	11	15
C[C@H](CO)N1C[C@H](C)[C@@H](CN(C)Cc2ccccc2)OCc2cnnn2CCCC1=O	3	6
CCC(C)(C)n1nnnc1C(CC(C)C)N1CCC(C(N)=O)CC1 (configuration not stated)	7	-4
O=C(Nc1ccc2nc3n(c(=O)c2c1)CCCCC3)C(=O)N1CCN(c2ccccc2)CC1	5	-4
O=C(c1cccc(S(=O)(=O)NCc2ccccc2)c1)N1CCN(c2ccccc2Cl)CC1	-23	-6
CCN1CCN(c2nc3sc4c(c3c3ncnn23)CC(C)CC4)CC1 (configuration not stated)	5	7
COCC(=O)OCn1nnc2ccccc2c1=O	2	12
COc1ccc(CCNC(=O)Nc2ccc3c(c2)c(=O)n(C)n3Cc2ccc(F)cc2)cc1OC	11	2
COc1ccc(N/C=C(\C2OC(=O)c3ccccc32)[N+](=O)[O-])cc1 (configuration not stated)	4	4
Cc1noc(C)c1NC(=O)N(C)C[C@@H]1Oc2c(NC(=O)c3ccncc3)cccc2C(=O)N([C@H](C)CO)C[C@@H]1C	-23	5
Cc1c(P(=O)(c2ccccc2)c2ccccc2)c2ccccc2n1C	-31	0
O=C(/C=C/c1ccc(F)cc1)N1CC[C@@]2(O)CCCC[C@H]2C1	-13	6
O=C(NCC1CCCO1)C1CCN(S(=O)(=O)c2cccnc2)CC1 (configuration not stated)	1	1
O=C(NCC1CCCO1)C(=O)N/N=C/c1ccc(O)c(Cl)c1 (configuration not stated)	-3	15
CCc1ccccc1N1CC23C=CC(O2)C(C(=O)O)C3C1=O (configuration not stated)	15	-4
COc1ccc(C(=O)c2nccc3cc(OC)c(OC)cc23)cc1OC	-13	-15
Cc1cc(C)n2cc(COc3ccc4ccccc4c3)nc2n1	8	1
COc1ccc(CC(=O)N/N=C/c2cccnc2)cc1OC	-7	-6
C[C@@H]1CN([C@H](C)CO)C(=O)Cc2cc(NS(=O)(=O)c3ccc(F)cc3)ccc2O[C@H]1CN(C)Cc1ccc(C(=O)O)cc1	1	4

A different layout for two compounds above.
Order of values – TAG inh	TAG inh DAPI viability
Cc1c(P(=O)(c2ccccc2)c2ccccc2)c2ccccc2n1C
    -31	0
O=C(NCC1CCCO1)C(=O)N/N=C/c1ccc(O)c(Cl)c1 (configuration not stated)
    -3	15

New compounds follow:
SMILES	TAG inh	TAG inh DAPI viability
CC(=O)NC(CCS(C)(=O)=O)C(=O)Nc1ccc(Oc2ccccc2)cc1 (configuration not stated)	14	-5
COc1ccccc1CNC(=O)C1CC(c2ccccc2C(F)(F)F)=NO1 (configuration not stated)	-3	2
O=C(Nc1cscc1S(=O)(=O)c1ccc(Cl)cc1)c1ccccc1Cl	-9	-9
Cc1cc(C)cc(OCCNC(=O)C(C)N2C(=O)c3ccccc3C2=O)c1 (configuration not stated)	-2	13
O=C(O)C1CSC(c2ccncc2)N1 (configuration not stated)	9	-7
COc1ccc(-c2ccc(SCC(=O)c3ccccc3)nn2)cc1OC	-10	9
CCOC(=O)c1cnc(SCc2cccc(C)c2)nc1N	-18	-1
COc1ccc(/C=N\NC(=O)c2ccc([N+](=O)[O-])cc2)cc1COc1c(F)c(F)cc(F)c1F	1	-8
O=C(COC(=O)CCC1CCCC1)Nc1ccccc1Br	5	6
CCCn1nc(C(=O)Nc2cccc(S(=O)(=O)N3CCOCC3)c2)c2ccccc2c1=O	-10	13
C[C@H](OC(=O)c1[nH]cnc1C(=O)N1CCN(C(=O)OC(C)(C)C)CC1)c1ccccc1	-1	4
Cc1noc(C)c1S(=O)(=O)Nc1ccc(C(=O)N2CCN(c3ccc(F)cc3)CC2)cc1	-6	-5
Cc1ccc(S(=O)(=O)N2CCOC23CCN(C(=O)C(=O)NCc2ccccc2)CC3)cc1	-1	3
COC(=O)C1=C(C)N(CCc2c[nH]c3ccccc23)C(=O)/C1=C\N(C)C	1	8
CC(=O)c1c(C)nc(-c2ccccc2)nc1NC(=O)Cc1ccccc1	-4	4
Cc1onc(-c2ccccc2)c1C(=O)Nc1ccnn1C1CCCCC1	41	8
O=C(C/C=N/OCc1ccc(Cl)cc1Cl)c1ccccc1	-13	-3
O=C(Nc1cccc(C(F)(F)F)c1)C1CC(=O)N(Cc2ccco2)C1 (configuration not stated)	3	-4
Cc1cc(NC(=O)C(=O)NCc2cccc(Cl)c2)no1	-7	-4
CCOc1cc(C(=O)OCC(=O)c2c(C)[nH]c3ccccc23)ccc1OCC(=O)N1CCOCC1	17	-3
COc1ccccc1NS(=O)(=O)c1ccc(C(=O)N2CCN(c3ccccc3O)CC2)cc1	-16	-1
O=S(=O)(Cc1ccccc1)Nc1ccc(S(=O)(=O)N2CCCC2)cc1	-7	6
Cc1nc(N2CCCCC2)c2c(C)c(C(=O)Nc3ccccc3C(F)(F)F)sc2n1	-15	-4
COc1ccc(-c2ccc(C(=O)Nc3ccccc3)c3occc23)c(C)c1	-28	4
O=C(/C=C/c1cccs1)Nc1ccc([N+](=O)[O-])cc1	-10	10
COc1ccc(/C=N/NC(=O)c2ccc3nc[nH]c3c2)cc1	1	8
O=C1NC(=S)S/C1=C\c1cc(Cl)ccc1Cl	8	3
CN(Cc1ccccc1)C(=O)COc1ccc(Br)cc1Cl	-18	8
CC(=O)N1CCN(C(=O)CNc2cc(C(F)(F)F)ccc2OCC(F)(F)F)CC1	37	-20
COc1cccc(C(=O)Nc2c[nH]c(=O)[nH]c2=O)c1	-1	2

Next part, starting with the last seven of the part before.
SMILES	TAG inh	TAG inh DAPI viability
COc1ccc(-c2ccc(C(=O)Nc3ccccc3)c3occc23)c(C)c1	-28	4
O=C(/C=C/c1cccs1)Nc1ccc([N+](=O)[O-])cc1	-10	10
COc1ccc(/C=N/NC(=O)c2ccc3nc[nH]c3c2)cc1	1	8
O=C1NC(=S)S/C1=C\c1cc(Cl)ccc1Cl	8	3
CN(Cc1ccccc1)C(=O)COc1ccc(Br)cc1Cl	-18	8
CC(=O)N1CCN(C(=O)CNc2cc(C(F)(F)F)ccc2OCC(F)(F)F)CC1	37	-20
COc1cccc(C(=O)Nc2c[nH]c(=O)[nH]c2=O)c1	-1	2
O=c1cc2c(nn1Cc1cccc(Cl)c1)-c1ccccc1CC2	1	7
COc1ccc([C@H]2/C=C\CN(C(=O)[C@H](Cc3ccccc3)NC(=O)OCC3c4ccccc4-c4ccccc43)CC(=O)N2Cc2ccc(F)cc2)cc1	12	-2
COc1ccc(C2Sc3nncn3N2Cc2ccc(C#N)cc2)cc1 (configuration not stated)	-6	-4
Nc1c(Cl)c(Cl)nc(C(=O)OCC(=O)NCc2ccccc2)c1Cl	-1	1
CN(C)c1ccc(P(=O)(OC2CCCCC2)C(O)c2cccnc2)cc1 (configuration not stated)	13	-2
O=C(N/N=C/c1ccc2c(c1)OCO2)/C(=C/c1ccc2c(c1)OCO2)NC(=O)c1ccccc1	-1	-11
CCOC(=O)c1c(C)n(C)c2ccc(OCC(O)Cn3nc(C)c(Br)c3C)cc12 (configuration not stated)	-10	-10
CC(=O)c1ccc(NC(=O)C2Cc3ccccc3CN2C(=O)c2ccccc2)cc1 (configuration not stated)	6	-11
CCOC(=O)c1ccc(NC(=S)NNC(C)(C)C)cc1	-10	4
Cc1ccc(CNC(=O)c2ccc(N3CCC4(CC3)CC(c3ccccc3)=NO4)c(NC(=O)c3c(Cl)cccc3Cl)c2)cc1	22	0
CC(OC(=O)Cn1cnc2c1c(=O)n(C)c(=O)n2C)C(=O)NCc1ccccc1 (configuration not stated)	6	0
CC(=O)c1cccc(-c2ccnc3c2CC(C(=O)NCc2ccccc2)O3)c1 (configuration not stated)	31	-17
COc1ccccc1N1CC(C)(C)C(=O)N(C(=O)c2ccc(Cl)cc2)C1=S	-2	-5
CC1Cc2ccccc2N1C(=O)COC(=O)CSc1ccc(F)cc1 (configuration not stated)	-8	56
CCCn1c(SCC(=O)Nc2nnc(-c3ccccc3)s2)nnc1-c1ccccn1	14	-28
Cc1cc(C)n(CCc2nc(-c3ccc(C)o3)cs2)n1	-8	14
CCOc1cc(S(=O)(=O)n2cc(-c3ccc(F)cc3)c(N)n2)cc(OCC)c1OCC	-5	-6
CCCOc1ccc(C(=O)Nc2ccc3c(c2)OCCO3)cc1	-7	-1
Cc1ccc(S(=O)(=O)N2CCOCC2)cc1NC(=O)COC(=O)C1(C)CC1(Cl)Cl (configuration not stated)	-4	-7
CC(Sc1ccccn1)C(=O)NC1CCCC1 (configuration not stated)	-8	-5
Cc1cc(NC(=O)CN2C(=O)NC3(CCCCC3)C2=O)no1	-11	-6
O=C(Nc1ccc(Cl)cn1)c1ccc2c(c1)OCCO2	-4	-6
CC1CCN(CCCn2c(=S)[nH]c3c(sc4ccc([N+](=O)[O-])cc43)c2=O)CC1	11	1
Cc1cc(C)c(NS(=O)(=O)c2ccc3c(c2)oc(=O)n3C)c(C)c1	-7	7
COc1nc(NCCO)nc(Nc2ccccc2F)n1	-13	-4
COc1cccc(N2CCN(CC(=O)NCc3cccs3)CC2)c1	-6	5
O=C(CN1CCN(C(=O)c2cccc(-n3cnnn3)c2)CC1)Nc1ccccc1Cl	-5	4
O=C1N[C@H]2CC=C[C@H]2N(Cc2cccs2)c2ccccc21	1	8
CCOc1ccc2c(c1)nc(NCCCO)n2Cc1ccccc1	5	-4

Arranged by SMILES length (descending): four of the compounds above
SMILES	TAG inh	TAG inh DAPI viability
CC1CCN(CCCn2c(=S)[nH]c3c(sc4ccc([N+](=O)[O-])cc43)c2=O)CC1	11	1
O=C1N[C@H]2CC=C[C@H]2N(Cc2cccs2)c2ccccc21	1	8
CCOc1ccc2c(c1)nc(NCCCO)n2Cc1ccccc1	5	-4
COc1nc(NCCO)nc(Nc2ccccc2F)n1	-13	-4
